From PubChem
STAT3 act – IL-6 driven STAT3 reporter potentiators, primary screen, U3A cells, luciferase, luminescence, MLSCN library; IL-6 STAT3-luciferase reporter; 100% = signal with IL-6 EC80 alone; activation (% of control), % at 5.6 µM; 0.91% of 190,000 active; AID 871, 2007;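 active = activation above the screen-wide mean of compound activation plus 3 SD, cut at about 130% in these data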;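 note: 0% = background luminescence of wells with medium and substrate only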
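Test system: Human STAT1-deficient U3A cells with stable STAT3-luciferase reporter | Also added: Interleukin-6, 33 ng/mL | Timing: Compound pre-incubation 1 h before IL-6, then 6 h stimulation at 37 °C | Technique: Luciferase reporter luminescence | Read-out: Percent of IL-6-only median luminescence | Benchmarks: IL-6-only wells as 100% reference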
STAT1 activator – STAT1 signaling activators, primary screen, cell-based, HTS, luciferase reporter; NIH 3T3 STAT1-luciferase reporter, IFN-gamma, luminescence; 100% = IFN-gamma alone, no compound; activation (% of control), % at 5.5 µM; 2.6% of 200,000 active;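 active = activation above the screen-wide mean activation plus 3 SD, cut at about 130% in these data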;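 note: raw ratio to IFN-gamma control signal so 100% means no change and 0% no light; values of inactives mirror those of a sister screen read the other way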
APP 5'UTR act – activators of APP 5'UTR luciferase reporter, primary screen, SH-SY5Y cells; SH-SY5Y APP 5'UTR luciferase reporter, luminescence; zero percent = DMSO vehicle wells; activation, % at 2 µM; 1% of 190,000 active; AID 1276, 2008;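 active = activation above a set limit, based on mean plus 3 SD of controls, cut at about 140% in these data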; note: values of inactives mirror those of a sister screen read the other way
NF-kB neuron act – activators of NF-kB expression in neurons, primary screen, cell-based, HTS; fold change at 12.5 µM; 1.6% of 190,000 active; human neuronal cells, NF-kB reporter expression; hits give high values; AID 1239, 2008; in the data active = fold change above about 3.3
TLR4 MyD88 comp – inhibitors of TLR4-MyD88 association in cells, primary screen, cell-based, HeLa CL3-4, BLA complementation, FRET ratio; HeLa CL3-4 TLR4/MyD88 BLA complementation; inhibition, % at 8.4 µM; Toll-like receptor 4 (Homo sapiens) + Myeloid differentiation primary response protein …; 0.18% of 200,000 active; in the data active = inhibition above about 25%;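 note: 0% = vehicle and 100% = reference inhibitor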
Target sequence (O00206 whole entry, looked up): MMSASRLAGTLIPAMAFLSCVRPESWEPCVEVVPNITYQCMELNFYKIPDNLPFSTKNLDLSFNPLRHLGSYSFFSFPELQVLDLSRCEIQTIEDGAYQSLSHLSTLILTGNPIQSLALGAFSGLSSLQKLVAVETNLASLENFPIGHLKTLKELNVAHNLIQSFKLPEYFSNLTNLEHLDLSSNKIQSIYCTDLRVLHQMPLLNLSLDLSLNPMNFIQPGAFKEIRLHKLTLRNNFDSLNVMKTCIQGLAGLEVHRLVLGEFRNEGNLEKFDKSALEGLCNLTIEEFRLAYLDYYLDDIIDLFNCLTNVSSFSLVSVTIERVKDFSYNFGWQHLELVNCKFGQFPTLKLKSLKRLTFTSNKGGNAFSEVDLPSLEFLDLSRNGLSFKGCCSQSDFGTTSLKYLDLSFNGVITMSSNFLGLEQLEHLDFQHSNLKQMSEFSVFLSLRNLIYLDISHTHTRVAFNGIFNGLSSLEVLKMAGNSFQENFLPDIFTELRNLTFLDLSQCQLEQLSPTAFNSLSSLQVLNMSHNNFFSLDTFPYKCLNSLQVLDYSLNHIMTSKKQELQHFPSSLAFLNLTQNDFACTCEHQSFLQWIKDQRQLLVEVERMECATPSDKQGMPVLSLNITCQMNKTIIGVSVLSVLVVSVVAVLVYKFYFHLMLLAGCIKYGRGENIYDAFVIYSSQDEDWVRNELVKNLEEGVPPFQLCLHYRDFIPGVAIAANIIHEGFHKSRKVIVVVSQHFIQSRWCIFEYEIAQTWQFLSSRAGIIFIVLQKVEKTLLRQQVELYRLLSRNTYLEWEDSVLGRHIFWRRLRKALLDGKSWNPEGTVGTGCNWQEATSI
Target sequence (Q99836 whole entry, looked up): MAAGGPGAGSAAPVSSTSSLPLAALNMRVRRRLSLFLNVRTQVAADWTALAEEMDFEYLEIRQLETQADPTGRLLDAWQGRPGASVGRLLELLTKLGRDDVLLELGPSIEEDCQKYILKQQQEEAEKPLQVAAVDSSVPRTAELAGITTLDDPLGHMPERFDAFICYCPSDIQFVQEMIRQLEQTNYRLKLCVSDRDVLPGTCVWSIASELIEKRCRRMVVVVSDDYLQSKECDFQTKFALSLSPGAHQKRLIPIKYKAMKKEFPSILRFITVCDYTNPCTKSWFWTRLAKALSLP
STAT1 inh – STAT1 signaling inhibitors, primary screen, cell-based, HTS, luciferase reporter | NIH 3T3 STAT1-luciferase reporter, IFN-gamma, luminescence | inhibition, % at 5.5 µM | 0.35% of 200,000 active | AID 920, 2007;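 active = inhibition above a set limit, the mean inhibition across all tested compounds plus 3 SD, cut at about 34% in these data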;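 note: 0% = IFN-gamma with DMSO and 100% = IFN-gamma with 300 µM nifuroxazide; values of inactives mirror those of a sister screen read the other way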
Redox H2O2 prof – compounds producing H2O2 with reducing agent – biochemical, NIH compound library profiling, artefact control for MLSCN library redox annotation, primary screen; DTT-dependent redox cycling H2O2, phenol red/HRP absorbance; 100% = 100 µM peroxide control, 0% = buffer; activation, % at 10 µM; 0.03% of 200,000 active; AID 878, 2007;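 active = activation of at least 50% relative to the plate's high and low controls in the primary single-dose screen; inactive = activation below 50%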;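 note: compound incubated with DTT at 0.8 mM final as the reducing agent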
HMGR II inh – inhibitors of E. faecalis class II HMGR, primary screen, biochemical, Enterococcus faecalis; 0.41% of 190,000 active; inhibition, % at 10 µM; purified E. faecalis HMGR, NADPH absorbance 340 nm kinetic; HMG-CoA reductase (Enterococcus faecalis, mvaE);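 active = inhibition above a set limit, the median over all tested compounds plus 3 SD, cut at about 9.5% in these data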;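 note: enzyme runs in reverse so mevalonate oxidation gives rising NADPH absorbance; 0% = complete reaction with DMSO and 100% = background rate lacking mevalonate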
STAT3 inh – IL-6 driven STAT3 reporter inhibitors, primary screen, U3A cells, luciferase, luminescence, MLSCN library | IL-6 STAT3-luciferase reporter; host cell line lacks STAT1 | inhibition, % at 5.5 µM | 0.89% of 190,000 active | AID 862, 2007;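 active = inhibition above the mean inhibition across all screened compounds plus 3 SD, cut at about 44% in these data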;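 note: 0% = DMSO only wells and 100% = 100 µM nifuroxazide control wells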
Hsp70 activator – Hsp70 transcriptional activators, primary screen, cell-based, HeLa, Hsp70 promoter luciferase, luminescence, 10 µM; 0.04% of 200,000 active; HeLa Hsp70 promoter luciferase reporter; scaled: vehicle 0, proteasome-inhibitor control 100%; AID 1203, 2008; activation, % at 10 µM;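 active = activation above the mean across all tested compounds plus 3 SD, cutoff set per campaign, cut at about 5.5% in these data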;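 note: 100% = MG132 at 30 µM as the positive control and 0% = DMSO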
The depositor's hits bear a star; . = not tested or not shown.

1) Cc1cc(C)nc(SCc2nnc(SCC(=O)Nc3nccs3)n2C)n1
2) COc1ccc(/C=N/NC(=O)CNC(=O)c2ccc(S(=O)(=O)N3CCOCC3)cc2)c(OC)c1
3) C=CCN1CCN(C(c2cccc(OC)c2OC)c2nnnn2CCC(C)C)CC1 (configuration not stated)
4) COc1ccccc1NC(=O)c1csc2c1CCCC2
5) O=C(CCN1C(=O)c2ccccc2S1(=O)=O)N1CCN(c2ccccc2)CC1
6) CC(C)(C)C1CCC(C(=O)Nc2ccccc2)CC1 (configuration not stated)

assay / entry,1,2,3,4,5,6
STAT3 act,101,100,104,91,100,97
STAT1 activator,104,102,106,100,101,104
APP 5'UTR act,7,-8,2,16,-3,.
NF-kB neuron act,1.1,1,1.1,1.3,1,1
TLR4 MyD88 comp,-9,-8,-16,2,7,-7
STAT1 inh,-5,-2,-9,0,-1,-4
Redox H2O2 prof,0.5,-0.4,-0.3,-5.6,-1.0,-0.1
HMGR II inh,6,-1,-3,-2,-5,-2
STAT3 inh,0,2,4,12,6,2
Hsp70 activator,0.0,-0.5,0.1,-0.5,-0.3,-0.5

Single values from the list.
In STAT3 inh, no. 1 reads 0
In APP 5'UTR act, no. 3 reads 2

Next part.
7) COC(/C=C/Nc1ccc(C)cc1)=C(C#N)C#N
8) CCOc1ccc(S(=O)(=O)N2CCN(C(=O)c3cccn3C)CC2)cc1
9) CCc1ccccc1N1C(=O)CC(N2CCc3ccccc32)C1=O (configuration not stated)
10) CCN(CC)C(=O)CCSc1nnc(-c2ccncc2)o1
11) CCCCOC(=O)Nc1cccc(Cl)c1C
12) O=C(CCNS(=O)(=O)c1cccs1)N1CCCCCC1

assay / entry,7,8,9,10,11,12
STAT3 act,136*,99,102,93,101,111
STAT1 activator,100,102,96,108,118,124
APP 5'UTR act,-7,-1,2,-1,27,23
NF-kB neuron act,1.2,0.95,.,1.1,1.2,1.8
TLR4 MyD88 comp,0,-5,-2,6,-15,-7
STAT1 inh,0,-2,5,-9,-20,-26
Redox H2O2 prof,1.4,2.7,-0.3,-0.9,0.1,0.6
HMGR II inh,-4,-3,-6,-10,-8,-6
STAT3 inh,-37,6,4,8,6,-9
Hsp70 activator,-0.3,-0.3,-0.1,-0.4,-0.2,-0.3

Retrieved by compound from the entries so far:
1) Cc1cc(C)nc(SCc2nnc(SCC(=O)Nc3nccs3)n2C)n1
12) O=C(CCNS(=O)(=O)c1cccs1)N1CCCCCC1

assay / entry,1,12
STAT3 act,101,111
STAT1 activator,104,124
APP 5'UTR act,7,23
NF-kB neuron act,1.1,1.8
TLR4 MyD88 comp,-9,-7
STAT1 inh,-5,-26
Redox H2O2 prof,0.5,0.6
HMGR II inh,6,-6
STAT3 inh,0,-9
Hsp70 activator,0.0,-0.3

An excerpt from above, limited to APP 5'UTR act:
no. | Compound | APP 5'UTR act
10 | CCN(CC)C(=O)CCSc1nnc(-c2ccncc2)o1 | -1
11 | CCCCOC(=O)Nc1cccc(Cl)c1C | 27
12 | O=C(CCNS(=O)(=O)c1cccs1)N1CCCCCC1 | 23

Other entries.
13) C[n+]1cnn2c1SCC1(COC1)C2
14) CCCn1c(NC(=O)c2ccc(Cl)c(S(=O)(=O)N3CCCC3)c2)nc2ccccc21
15) O=C(NCc1ccco1)/C(=C/c1ccco1)NC(=O)c1ccco1
16) CCOc1cc(S(=O)(=O)NCCN2CCOCC2)c(C)cc1C
17) COCCn1c(SCC(=O)NCc2ccc3c(c2)OCO3)nnc1-c1c[nH]c2ccccc12
18) COC(=O)c1ccc(C2NC(=S)N(c3ccccc3)C(C)=C2C(=O)Nc2ccccc2OC)cc1 (configuration not stated)

assay / entry,13,14,15,16,17,18
STAT3 act,99,94,96,105,101,94
STAT1 activator,111,120,98,95,94,99
APP 5'UTR act,.,-14,11,-1,.,-4
NF-kB neuron act,0.93,0.61,1.2,1,0.84,0.63
TLR4 MyD88 comp,-9,8,-11,-5,5,1
STAT1 inh,-12,-22,2,5,6,1
Redox H2O2 prof,3.0,2.5,-0.9,2.8,-0.6,0.0
HMGR II inh,-2,3,-1,-4,-2,-2
STAT3 inh,7,9,7,-1,8,8
Hsp70 activator,-0.3,-0.1,-0.1,0.0,-0.2,-0.2

Compounds listed so far containing an aryl thioether with sulfur outside any ring (3):
1) Cc1cc(C)nc(SCc2nnc(SCC(=O)Nc3nccs3)n2C)n1
10) CCN(CC)C(=O)CCSc1nnc(-c2ccncc2)o1
17) COCCn1c(SCC(=O)NCc2ccc3c(c2)OCO3)nnc1-c1c[nH]c2ccccc12

assay / entry,1,10,17
STAT3 act,101,93,101
STAT1 activator,104,108,94
APP 5'UTR act,7,-1,.
NF-kB neuron act,1.1,1.1,0.84
TLR4 MyD88 comp,-9,6,5
STAT1 inh,-5,-9,6
Redox H2O2 prof,0.5,-0.9,-0.6
HMGR II inh,6,-10,-2
STAT3 inh,0,8,8
Hsp70 activator,0.0,-0.4,-0.2

The results go on.
19) O=C(/C=C/c1ccc([N+](=O)[O-])cc1)N1CCN(c2ccccc2F)CC1
20) COc1cccc(Cn2cccc(NC(=O)Nc3ccc(C#N)cc3)c2=O)c1
21) CCCCN(C)C(=O)c1nc2ccccn2c1CN1CCN(c2cnccn2)CC1
22) Cc1cccc(OCCNC(=O)c2cncc(Br)c2)c1
23) Cc1ccc(CN=c2c([N+](=O)[O-])nn(-c3cccc(Cl)c3)n2O)cc1
24) Cc1ccc(-c2csc(NC(=O)c3cnccn3)n2)cc1C

assay / entry,19,20,21,22,23,24
STAT3 act,107,71,107,107,97,91
STAT1 activator,109,105,98,101,110,105
APP 5'UTR act,8,1,-1,-2,-5,12
NF-kB neuron act,1.1,0.92,0.95,1.2,1.6,1.4
TLR4 MyD88 comp,6,2,-14,12,-7,12
STAT1 inh,-10,-6,0,-2,-11,-9
Redox H2O2 prof,1.0,2.2,0.6,-0.2,-0.2,0.3
HMGR II inh,-2,-2,-3,-7,-2,-3
STAT3 inh,-3,37,-2,-7,6,16
Hsp70 activator,-0.2,-0.1,-0.2,-0.2,-0.2,0.2
